Bioassay records from PubChem BioAssay.
RBX1-CUL1 inh – inhibitors of human ROC1-CUL1 ubiquitin ligase activity; in vitro K48 di-Ub FRET, acceptor:donor ratio, 45 min; 140,000 tested, 0.6% active; inhibition, % at 10 µM; in the data active means inhibition above about 25%
Target sequence (P62877 whole entry, looked up): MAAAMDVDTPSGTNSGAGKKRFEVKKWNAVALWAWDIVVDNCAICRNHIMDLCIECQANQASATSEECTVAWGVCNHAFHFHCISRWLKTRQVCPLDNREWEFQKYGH
Target sequence (Q13616 whole entry, looked up): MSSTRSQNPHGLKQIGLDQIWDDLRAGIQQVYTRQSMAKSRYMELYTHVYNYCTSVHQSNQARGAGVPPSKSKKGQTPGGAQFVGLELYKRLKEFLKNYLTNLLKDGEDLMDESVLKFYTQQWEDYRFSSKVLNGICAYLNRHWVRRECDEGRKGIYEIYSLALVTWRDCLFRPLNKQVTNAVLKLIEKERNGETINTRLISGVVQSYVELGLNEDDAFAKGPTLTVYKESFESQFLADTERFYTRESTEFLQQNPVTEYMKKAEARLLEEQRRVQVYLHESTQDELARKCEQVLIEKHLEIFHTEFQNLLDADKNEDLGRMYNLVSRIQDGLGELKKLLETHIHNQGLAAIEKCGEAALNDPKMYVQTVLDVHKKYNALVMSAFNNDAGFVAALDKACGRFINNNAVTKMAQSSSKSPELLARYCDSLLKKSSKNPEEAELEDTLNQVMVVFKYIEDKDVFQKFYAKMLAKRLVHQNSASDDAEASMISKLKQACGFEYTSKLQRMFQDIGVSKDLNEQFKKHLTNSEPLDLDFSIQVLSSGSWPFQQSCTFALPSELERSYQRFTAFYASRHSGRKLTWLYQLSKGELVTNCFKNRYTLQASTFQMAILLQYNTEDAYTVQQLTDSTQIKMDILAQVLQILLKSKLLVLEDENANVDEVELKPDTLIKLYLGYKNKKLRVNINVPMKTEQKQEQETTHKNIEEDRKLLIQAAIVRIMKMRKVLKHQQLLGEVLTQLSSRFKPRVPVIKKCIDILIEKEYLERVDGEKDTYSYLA
Numbers without * were called inactive; & = joins results of further samples. This is a subset; the hit share may differ from the screen's.

SMILES | RBX1-CUL1 inh
CCc1nc(C)ccc1OCC(N)=O | 2
Cc1ccc(S(=O)(=O)N=NC2CCSCC2)cc1 | -1
COC(=O)CSc1nnc(COc2cccc3cccnc23)n1-c1ccccc1 | 6
O=C(c1ccccc1)c1coc2c1cc(O)c1ccccc12 | -3
Cc1[nH][nH]c(=O)c1N=Nc1ccccc1F | 1
COC(=O)c1ccc(N=C2S/C(=C\c3ccc(O)cc3)C(=O)N2C)cc1 | 4
CC(C)(C)CC(=O)N1CCN(S(=O)(=O)c2cccs2)CC1 | -1
O=C1Nc2ccc(Br)cc2/C1=C/c1cc(O)c(O)c(Br)c1 | 66*
Cc1cc(C)cc(NC(=O)CSc2nnc(-c3ccccc3)n2-c2ccccc2)c1 | -1
CCC1CN(Cc2ccc3c(c2)OCCO3)Cc2cc(OC)ccc2O1 (stereo not given) | 5
CCOC(=O)/C=C/c1c(C)c(C#N)c(=O)n(C)c1Cl | 2
N#Cc1ccc(-c2ccccc2)nc1SCCN1CCOCC1 | -11
Cc1ccc(-n2c(CCC(=O)O)ccc2-c2cccs2)cc1C | 11
CCc1ccc(NCc2cc3ccc(OC)cc3n(CC(=O)Nc3ccc(C)c(Cl)c3)c2=O)cc1 | 2
COc1ccc(-c2cnc(C#N)c(C#N)n2)cc1 | -1
COc1ccc2c(c1)c1c(c(=O)n(-c3ccccc3C)c(=O)n1Cc1cccc(C(F)(F)F)c1)n2C | -7
CCOC(=O)C1=C(C)N=C2CC(c3cccc(OC)c3)C(C(=O)OCC)C(=O)C2C1c1ccc(Cl)cc1 (stereo not given) | 3
Cc1ccccc1Cn1cc(C(=O)NCCN2CCOCC2)nn1 | 9
c1coc(CNc2nc3nonc3nc2N2CCSCC2)c1 | -5
COc1ccc(F)cc1C(=O)C1CCCN(Cc2c(C)nc3sccn23)C1 (stereo not given) | 2
COc1ccccc1-c1nnc(-c2cc3cc4c5c(c3oc2=O)CCCN5CCC4)o1 | 0
C=CCc1cc(/C=N\Nc2nc(C)cc(COC)c2C#N)cc(OCC)c1OCC | -20
Cc1cc(C)nc(NC(=O)NC(=S)c2ccccc2)n1 | 2
COCCC(=O)NCc1ccc2[nH]c(C)c(C)c2c1 | -4
CCN1CCN(c2nn3c(=O)c4c5c(sc4nc3c3ccccc23)CCCC5)CC1 | -5
CNC(=O)c1ccccc1NC(=O)c1sc2ccccc2c1Cl | -6
COc1cccc(OCC(O)CN2CCN(c3ccccn3)CC2)c1 (stereo not given) | 3
CCOC(=O)CN1C(=O)C2(C3=C(CC(C)(C)CC3=O)OC(=N)C2C#N)c2ccccc21 (stereo not given) | -6
CCc1ccc(NC(=O)CN2C(=O)CC(c3ccccc3)Sc3ccccc32)cc1 (stereo not given) | 1
CCN(CC)CCCNC(=O)Cc1csc2nc(-c3ccc(Cl)cc3)cn12 | -4
COc1ccc(NC2CCCN(Cc3cnc[nH]3)C2)cc1OC (stereo not given) | 4
Cc1ccc(C2C(/C=c3\sc4nc5ccccc5n4c3=O)=C(c3ccccc3)Oc3ccccc32)cc1 (stereo not given) | -3
CCc1n[nH]c(=S)n1/N=C(\C)c1ccc(F)cc1 | 8
CCOc1cccc(NC(C)=O)n1 | 9
CCOc1ccccc1NC(=O)Cn1cc(C(=O)c2ccc(Cl)cc2)c(=O)c2ccc(C)nc21 | -1
CCC(C(=O)Nc1cc(F)ccc1C)(C(F)(F)F)C(F)(F)F | 1
CC(C)(CN1CCOCC1)CN1CCOC(CCc2ccccc2)C1 (stereo not given) | 6
CC(=O)NC(=S)Nc1ccccc1C(=O)NC1CCCCC1 | 4
Cc1ccc(NC(=O)Cn2c(=O)n(CC3CCC(C(=O)NC(C)C)CC3)c(=O)c3sccc32)cc1 (stereo not given) | -3
CCOc1cc(/C=C2\SC(=Nc3ccc(OC)cc3)N(C)C2=O)ccc1OCC(=O)OC | 0

Structural class, the entries above with a Cl atom (six)
SMILES | RBX1-CUL1 inh
CCOC(=O)/C=C/c1c(C)c(C#N)c(=O)n(C)c1Cl | 2
CCc1ccc(NCc2cc3ccc(OC)cc3n(CC(=O)Nc3ccc(C)c(Cl)c3)c2=O)cc1 | 2
CCOC(=O)C1=C(C)N=C2CC(c3cccc(OC)c3)C(C(=O)OCC)C(=O)C2C1c1ccc(Cl)cc1 (stereo not given) | 3
CNC(=O)c1ccccc1NC(=O)c1sc2ccccc2c1Cl | -6
CCN(CC)CCCNC(=O)Cc1csc2nc(-c3ccc(Cl)cc3)cn12 | -4
CCOc1ccccc1NC(=O)Cn1cc(C(=O)c2ccc(Cl)cc2)c(=O)c2ccc(C)nc21 | -1

Next part:
SMILES | RBX1-CUL1 inh
CN(C)C(=S)C1(c2ccccc2)SC(c2ccccc2)=C(N(C)C)S1 (stereo not given) | -2
Cn1c(SCc2ccc([N+](=O)[O-])cc2)nnc1-c1ccc(N)cc1 | 8
C=CCOc1ccc(C=C2C(=O)c3ccccc3C2=O)cc1OC | 16
CC1CCCC1OCC(O)CN1CCCCC1 (stereo not given) | 8
CC(=O)Oc1ccc(CC(=O)O)cc1Sc1ccccc1C(=O)O | -1
C#CCOc1c(/C=C2/N=C(c3ccccc3)OC2=O)cc(Br)cc1OC | -1
CCOC(=O)c1cnn2c1NC(c1ccc(Cl)cc1)CC2C(F)(F)F (stereo not given) | 5
Cc1nc2c([N+](=O)[O-])c[nH]c2c(=O)[nH]1 | -2
Cn1c(-c2cccs2)n[nH]c1=S | 1
COc1ccc(CNC2CCC(O)CC2)cc1OCC(O)CN1CCCC1 (stereo not given) | 4
CCOc1ccc(C2C3=C(CC(C)(C)CC3=O)N(c3cccc(C(F)(F)F)c3)C3=C2C(=O)CC(C)(C)C3)cc1OCC | 0
CSc1nn(CC(=O)Nc2ccc(C)cc2C)c(N)c1S(=O)(=O)c1ccc(Cl)cc1 | -9
OCC1(Cc2ccccc2)CCN(Cc2cccc3nonc23)CC1 | 7
COc1ccc(NC(=O)CSc2cn(CC(=O)N3CCCCC3)c3ccccc23)c(OC)c1 | -1
O=C(COCc1cc(-c2cccs2)on1)NCc1ccc(Cl)cc1 | -4
Cc1ccccc1CCC1CCCN(C(=O)C(C)C)C1 (stereo not given) | 3
CCCNC(=O)C1CCN(c2ncnc3c2nc2n3CCCCC2)CC1 | -9
CCCc1nn2c(=O)cc(COC(=O)c3ccc(NC(=O)COc4ccccc4F)cc3)nc2s1 | -23
c1coc(-c2ccc(CN3CCc4[nH]nc(C5CCC5)c4C3)cc2)c1 | 1
C=C(C)Cn1c(CCO)nc2ccccc21 | -8
Cn1cnc([N+](=O)[O-])c1C(=O)Nc1cccc([N+](=O)[O-])c1 | -12
Cc1cc(C)c2c(C)c(C(=O)N=C3C(=O)N(c4ccccc4)N(C)C3C)oc2c1 (stereo not given) | 3
COc1ccc(NC(=O)C2CCCN(S(=O)(=O)c3ccc4c(c3)CCCN4C(C)=O)C2)cc1 (stereo not given) | -8
CCC(=O)N1CCc2cc(S(=O)(=O)NCCC(=O)NCc3ccc(OC)cc3)ccc21 | -14
O=C(NC1CCOC1)c1cc(Cl)ccc1OC1CCN(C2CCCC2)CC1 (stereo not given) | 7
COc1ccc(NC(=O)c2c(NC(C)=O)sc3c2CCCCC3)cc1 | 7
Oc1c(Br)cc(Br)cc1/C=C/c1ccc2cccc(O)c2n1 | -5
CN(C)c1ccc(NC(=O)c2cc(I)ccc2Cl)cc1 | 14
CCn1nc(C)c(CCN(C)C(=O)Nc2cc(Cl)ccc2C)c1C | -5
COC(=O)c1cn(CC(=O)Nc2ccc(C)cc2C)c2ccccc12 | 0
Cc1ccccc1C(=O)OCCCN(C)C | 0
CC1CC(=S)Nc2ccccc2N1C=O (stereo not given) | -1
COc1cccc(NC(=O)CCNS(=O)(=O)c2ccc3c(c2)oc(=O)n3C)c1 | -3
CCOC(=O)c1c(-c2ccc(C)cc2)csc1NC(=O)c1ccc(C(C)(C)C)cc1 | 0&-3
O=c1c2c(c1=O)C1(SCCCS1)c1ccccc1O2 | 6
COc1cccc(CC2(CO)CCN(C(=O)c3ccccc3-n3cccn3)CC2)c1 | -2
O=[N+]([O-])c1cc(S(=O)(=O)Oc2cccc3cccnc23)ccc1Cl | 8
CC(C)c1ccc(NC(=O)CN(CCc2ccccc2)S(C)(=O)=O)cc1 | 0
COC1CCCN(C(=O)C2(N(C)Cc3ccccc3)Cc3ccccc3C2)C1 (stereo not given) | -3
CCOC(=O)c1c(NC(=O)c2ccc([N+](=O)[O-])cc2[N+](=O)[O-])sc2c1CCC(C)C2 (stereo not given) | -5
Cc1ccc(C(=O)CSc2ncn[nH]2)c(C)c1 | -4
Cc1cc(C)c2c(=O)cc(C(=O)Nc3ccccc3Cl)oc2c1 | 3
COc1cc2c(cc1OC)C(C#N)N(C(=O)c1ccccc1)N=C2 (stereo not given) | 2
Cc1cc(N2CCCCC2)nc2ccc(NC(=O)/C=C/c3ccc(OCCC(C)C)cc3)cc12 | -1
COc1cc(/C=N/NC(N)=S)ccc1OCC(=O)Nc1ccc(Br)c(Cl)c1 | 9
CCOc1ccccc1CNC(=O)CCc1c(C)nn(-c2ccc(N3CCCCC3)nn2)c1C | -10
CC(C)C(=O)Nc1cccc(C(=O)OCC(=O)c2cccs2)c1 | -6
COC(=O)C1=C(C)N=C2SCCC(=O)N2C1c1ccc(C(C)(C)C)cc1 (stereo not given) | -4
COc1ccc(C2CC3C=COC3C(=O)N2C)cc1 (stereo not given) | 6
CCCn1c(COc2cccc(C)c2)nc2ccccc21 | -8

Later entries
SMILES | RBX1-CUL1 inh
COc1cccc(-c2cnnc(NC(C)CCn3cccn3)n2)c1 (stereo not given) | 2
N#Cc1ccccc1Cn1c(-c2nonc2N)nc2ccccc21 | 0
Cc1c(CCOC(=O)c2cccc([N+](=O)[O-])c2)sc[n+]1CC(=O)c1ccccc1 | 5
CCCCC(=O)Nc1ccc(-c2cn3cccc(C)c3n2)cc1 | 8
O=C1OC(COc2ccccc2)CN1c1ccccc1 (stereo not given) | 10
O=[N+]([O-])c1cc([N+](=O)[O-])c2cn(-c3ccccc3)nc2c1 | 2
CCc1ccccc1NC(=O)C1CCN(Cc2ccccc2)CC1 | 8
CCc1ccc(-n2c(=O)c3sc4ccccc4c3n(CC(=O)NCc3ccccc3)c2=O)cc1 | -4
COc1ccc2oc(=O)c(C(=O)N3CC(C)OC(C)C3)cc2c1 (stereo not given) | 3
Cc1ccc(NC(=O)CSCc2ccc(C#N)cc2)cc1 | 3
CCCc1[nH]nc2c1C(c1ccc(OCC)c(OCC)c1)C(C#N)C(=N)O2 (stereo not given) | -9
CCC(=O)Nc1cc(S(=O)(=O)N2CCC(C)CC2)ccc1OC | -1
c1cnc2c(c1)ncc1ccsc12 | -6
O=C(Cn1cnnn1)N1CCc2ccccc2C1 | -1
Cc1cccc(C)c1OCC(=O)Nc1ncn[nH]1 | 7
COc1cccc(CCC2CCCN(C(=O)C(C)C)C2)c1 (stereo not given) | 12
CNCC(C)COc1ccccc1OCc1ccccc1 (stereo not given) | -10
N#CC1C(=N)Oc2n[nH]c(-c3cccc4ccccc34)c2C1c1ccc(C(F)(F)F)cc1 (stereo not given) | 5
CC(=O)COC(=O)c1ccccc1NC(=O)c1ccco1 | -2
O=C(Nc1ccc(-c2cccc(F)c2)cc1)C1CCCN1Cc1ncc[nH]1 (stereo not given) | -1

Among those listed so far, these contain an aryl thioether with sulfur outside any ring:
SMILES | RBX1-CUL1 inh
COC(=O)CSc1nnc(COc2cccc3cccnc23)n1-c1ccccc1 | 6
Cc1cc(C)cc(NC(=O)CSc2nnc(-c3ccccc3)n2-c2ccccc2)c1 | -1
N#Cc1ccc(-c2ccccc2)nc1SCCN1CCOCC1 | -11
Cn1c(SCc2ccc([N+](=O)[O-])cc2)nnc1-c1ccc(N)cc1 | 8
CC(=O)Oc1ccc(CC(=O)O)cc1Sc1ccccc1C(=O)O | -1
CSc1nn(CC(=O)Nc2ccc(C)cc2C)c(N)c1S(=O)(=O)c1ccc(Cl)cc1 | -9
COc1ccc(NC(=O)CSc2cn(CC(=O)N3CCCCC3)c3ccccc23)c(OC)c1 | -1
Cc1ccc(C(=O)CSc2ncn[nH]2)c(C)c1 | -4

Next structures.
SMILES | RBX1-CUL1 inh
O=C(Nc1ccn(Cc2c(F)c(F)cc(F)c2F)n1)c1ccc(COc2cc(Cl)ccc2Cl)o1 | 2
NS(=O)(=O)c1ccc(NC(=O)CCC(=O)N(CCO)CCO)cc1 | -3
Cc1cc(S(=O)(=O)n2ccnc2C(C)C)cc([N+](=O)[O-])c1C | 6
CC(=O)c1ccc(NC(=O)C2C3C=CC(C4CC34)C2C(=O)O)cc1 (stereo not given) | 10
Cc1ccc(OC(=O)c2cc(F)c(Cl)nc2Cl)cc1C | -2
O=c1oc2c(F)cc(F)cc2cc1S(=O)(=O)c1ccc(F)cc1 | -5
CCN(CC)CCc1c(C)[nH]c(C(=O)OCc2ccccc2)c1C | 7
O=C(CCn1cnc2onc(-c3ccc(F)cc3)c2c1=O)Nc1cccc(C(F)(F)F)c1 | -4
CCOC(=O)c1nn(-c2cccc(Cl)c2)cc1C(=O)c1ccc(Cl)cc1 | 8
O=C(Nc1nnc(-c2ccc(F)cc2)s1)C(F)(F)F | 2
O=C(Nc1cccc(F)c1)C1CCN(Cc2ccccc2)CC1 | 1
Cc1nnc(N/N=C/c2ccc(Br)c([N+](=O)[O-])c2)n1N | 1
COc1ccc(N2CCN(C(=O)CC3Cn4ncc(-c5ccccc5)c4NC3=O)CC2)cc1 (stereo not given) | -1
O=C(CCc1nnc(-c2ccc(-c3ccccc3)cc2)o1)N1CCCC(CO)C1 (stereo not given) | -3
C=CCn1c(CNc2ccccc2)nnc1SCC(=O)N/N=C/c1ccc2c(c1)OCO2 | 3
CC(C)c1ccccc1C(c1ccccc1C(C)C)N1CCOCC1 | -2
CC1=NN(C(=O)c2ccccc2Cl)C(O)(c2ccc(Cl)cc2)C1 (stereo not given) | 11
Nc1c(C(=O)c2ccc3c(c2)OCCO3)sc2nc3c(cc12)CCCCC3 | 1
Cc1ocnc1C(=O)NC1CC(=O)N(CC2CCCCC2)C1 (stereo not given) | 6

Some of the entries so far, with tabs:
compound	RBX1-CUL1 inh
Cn1cnc([N+](=O)[O-])c1C(=O)Nc1cccc([N+](=O)[O-])c1	-12
C=CCn1c(CNc2ccccc2)nnc1SCC(=O)N/N=C/c1ccc2c(c1)OCO2	3
C=CCOc1ccc(C=C2C(=O)c3ccccc3C2=O)cc1OC	16
COc1cccc(CCC2CCCN(C(=O)C(C)C)C2)c1 (stereo not given)	12
